Screens (PubChem)
HCMV antiviral – human cytomegalovirus inhibition; HFF cells, HCMV-luciferase reporter, 72 h; active compounds read low; AID 1259415; 4.5% of 410,000 active; activity change, negative = inhibition, % at 57.5 µM; in the data active = activity change below about -60%; inconclusive = no clear call, values can overlap the other calls; inactive = above about -39%
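Human foreskin fibroblasts infected with luciferase-reporter HCMV at MOI 1 PFU/cell, compounds at two doses. Luciferase measured 72 h post infection; normalized to buffer-only basal and Salinomycin (10uM) controls.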
AmpC detergent – AmpC beta-lactamase inhibition with detergent present; AmpC hydrolysis of nitrocefin, absorbance 480 nm, 0.01% Triton; 0.041% of 370,000 active; P00811; AID 485294; Potency, µM (titrated, usually from 114 µM), for the others: top-dose activity change, negative = inhibition, usual class: inhibitors;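 also: potency is read from the fitted curve at half-maximal effect; 0% = no-compound wells and -100% = no-enzyme wells; nearly all actives have a fitted effect of over 25% in size; some results filed as inactive show a strong effect at the top dose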
Target sequence (P00811 whole entry, looked up): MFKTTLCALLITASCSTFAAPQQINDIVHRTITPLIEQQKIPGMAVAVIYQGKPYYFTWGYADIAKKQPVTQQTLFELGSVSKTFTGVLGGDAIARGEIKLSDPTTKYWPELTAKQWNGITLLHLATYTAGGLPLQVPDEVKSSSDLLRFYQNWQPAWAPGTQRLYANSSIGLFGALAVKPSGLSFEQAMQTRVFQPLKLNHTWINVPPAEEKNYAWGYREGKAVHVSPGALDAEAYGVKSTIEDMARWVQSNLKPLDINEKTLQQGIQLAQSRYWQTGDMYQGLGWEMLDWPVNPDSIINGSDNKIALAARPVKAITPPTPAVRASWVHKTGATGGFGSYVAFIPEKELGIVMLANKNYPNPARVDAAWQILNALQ
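AmpC (5.3 nM in the dispensed reagent) in 20 mM phosphate pH 7.0 with 0.01% (detergent screen) or 0.0001% Triton X-100 was preincubated with compounds for 15 min at room temperature. Nitrocefin was then added from an 800 uM solution, and hydrolysis was followed at 480 nm.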
AMA1-RON2 inh – inhibitors of Plasmodium falciparum AMA1-RON2 interaction. AlphaScreen AMA1-biotinylated RON2 peptide binding. Potency, µM (doses to about 58.2 µM), for inactives: top-dose activity change, negative = inhibition, most hits filed as inhibitors. 0.2% of 360,000 active;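 also: potency is read from the fitted curve at half-maximal effect; 0% = vehicle wells and -100% = peptide control; nearly all actives have a fitted effect of over 45% in size; some results filed as inactive show a strong effect at the top dose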
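AMA1 (3D7) with his tag at 25 nM final met compounds first, then biotinylated RON2 peptide at 25 nM; detection used donor plus acceptor beads, 10 µg/mL apiece, read by AlphaScreen after 30 min at room temperature.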
Tb PYK inh – T. brucei pyruvate kinase inhibition. Q57TT1. TbPYK enzyme, Kinase-Glo Plus ATP luminescence, 45 min. Potency, µM (doses to about 76.8 µM), for inactives: at the highest dose activity, negative = inhibition, actives largely listed as inhibitors. 0.12% of 410,000 active; also: potency is read from the fitted curve at half-maximal effect; nearly all actives have a fitted effect of over 50% in size
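Enzyme and substrate buffer are dispensed first and compound is pin-transferred. ADP at 130 uM final then starts the reaction, which runs 45 min at room temperature. Detection reagent is added for 10 min before luminescence is imaged.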
LmPK inh – LmPK (Leishmania mexicana) enzyme inhibition. Q27686. purified LmPK, Kinase-Glo ATP luminescence, 1 h. Potency, µM (highest dose often 57.5 µM), without a hit: at the highest dose activity change, negative = inhibition, actives largely listed as inhibitors. 0.37% of 290,000 active; also: potency is read from the fitted curve at half-maximal effect
Target sequence (Q27686 whole entry, looked up): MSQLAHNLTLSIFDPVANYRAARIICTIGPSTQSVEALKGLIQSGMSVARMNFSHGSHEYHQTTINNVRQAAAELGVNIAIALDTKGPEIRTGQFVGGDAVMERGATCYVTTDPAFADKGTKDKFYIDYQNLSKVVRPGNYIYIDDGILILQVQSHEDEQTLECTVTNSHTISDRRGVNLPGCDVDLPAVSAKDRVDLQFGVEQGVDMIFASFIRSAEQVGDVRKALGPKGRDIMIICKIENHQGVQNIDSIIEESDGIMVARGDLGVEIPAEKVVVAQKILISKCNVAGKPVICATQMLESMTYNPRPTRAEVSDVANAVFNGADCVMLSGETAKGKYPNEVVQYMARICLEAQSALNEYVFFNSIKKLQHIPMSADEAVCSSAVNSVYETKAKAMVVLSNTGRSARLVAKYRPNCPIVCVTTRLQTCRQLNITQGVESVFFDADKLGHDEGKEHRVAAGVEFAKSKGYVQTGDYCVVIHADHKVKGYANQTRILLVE
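Pyruvate kinase activity monitored as ATP production (luciferase luminescence). Conditions: 0.1 nM enzyme, 0.5 mM PEP, 0.1 mM ADP, 1 h, RT; normalized against uninhibited and no-enzyme wells.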
HCV inhibitor – inhibitors of hepatitis C virus infection. Huh7.5.1 HCVcc-Cre infection, luciferase reporter, 44 h. Potency, µM (doses to about 41.8 µM), for inactives: at the top dose activity change, negative = inhibition, most hits filed as inhibitors. 3.4% of 340,000 active; also: potency is read from the fitted curve at half-maximal effect
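Whole-lifecycle infectious HCVcc-Cre system; cells 1,000/well, compound then virus (~0.5 moi) added 4 h after plating, 44 h culture. Luciferase read 15 sec following 15 min substrate incubation, room temp.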
AmpC no deterg – inhibitors of E. coli AmpC beta-lactamase without detergent; 0.52% of 330,000 active; AmpC nitrocefin hydrolysis, absorbance 480 nm, 0.0001% Triton; Potency, µM (doses to about 57.1 µM), for the others: top-dose activity change, negative = inhibition, most hits filed as inhibitors; AID 485341; P00811;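 also: potency is read from the fitted curve at half-maximal effect; plate controls were no compound for no effect and no enzyme for full effect; nearly all actives have a fitted effect of over 20% in size; some results filed as inactive show a strong effect at the top dose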
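20 mM phosphate pH 7.0 + 0.01% (detergent screen) or 0.0001% Triton X-100; 5.3 nM AmpC reagent; cpd preinc 15 min RT; nitrocefin (800 uM stock) to start; A480 q20 s × 4 min; Activity was normalised to no-enzyme and no-compound control wells.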
An asterisk follows results filed as active; u = inconclusive; x = no result given; & = joins results of further samples; [ ] = another dose, or the depositor's remark. Unless noted, calls follow the shape of the dose curve; as a rule, active = well fitted curve in the direction sought with a large enough effect; inconclusive = small, poorly fitted or top-dose-only effect, or another doubt; inactive = no such curve, though single readings can be large; an effect the other way counts as inactive or inconclusive. Unless noted, % is scaled to controls: 0 for no effect and ±100 for the full control effect.

SMILES	HCMV antiviral	AmpC detergent	AMA1-RON2 inh	Tb PYK inh	LmPK inh	HCV inhibitor	AmpC no deterg
O=C(O)CCC(=O)Nc1cccc2cccnc12	20	4%	20%	0%	-1%	-4%	-5%
Cc1cc(SCC(=O)N2CCCC2=O)nc2c(C)cccc12	-23	-12%	-9%	-8%	x	18%	2%
CCOC(=O)c1cc(C)nc(Sc2ccc(C)cc2)c1C#N	-9	-7%	7%	4%	2%	-30%	1%
O=C(Nc1ccn(Cc2c(F)c(F)c(F)c(F)c2F)n1)c1ccc(COc2ccccc2Cl)cc1	-14	-6%	5%	-4%	4%	u	-21%
Cc1ccc(S(=O)(=O)N2CCC(C(=O)NCc3cccnc3)CC2)cc1	-18	u	25%	3%	4%	16%	0%
CCC(C)NC(=O)C1CCN(C(=O)c2ccccc2)CC1 (stereo not drawn)	0	u	3%	-11%	5%	10%	-2%
COc1cccc(N(C(=O)CCl)C(C(=O)NCCc2ccccc2)c2cccs2)c1 (stereo not drawn)	-100*	-10%	4%	5%	-1%	0.71µM*	-17%
COC(=O)c1ccc(N=c2sc(C(=O)OC)cc(=O)n2C)cc1	21	0%	4%	-6%	5%	11%	-13%
C=CCc1cccc(/C=N/NC(=O)C(=O)Nc2ccc(C)cc2)c1O	-10	-2%	66%[activator]	-6%	0%	11%	-40%
Cn1nccc1C(=O)Oc1cccc(/C=N/NC(=O)c2ccccc2O)c1	-31	0%	26%	5%	3%	-23%	-12%
CCOc1ccc2c(ccc(/C=C/c3cc(C)c4cccnc4c3O)[n+]2C)c1	x	x	u	u	x	u	x
O=S(=O)(NCCOc1cccc2cccnc12)c1ccc(F)cc1	43	u	10%	1%	4%	-7%	-34%
CCn1c(=O)c(C(=O)Nn2c(C)nc3ccccc3c2=O)c(O)c2ccccc21	8	-10%	35%[activator]	-8%	1%	-3%&-12%	-6%
CSCC[C@H](NC(=O)Cc1c(C)c2cc3c4c(oc3cc2oc1=O)CCCC4)C(=O)O	-16	2%	1%	-15%	-7%	6%	15%
CN1CCN(CC#Cc2ccccc2)CC1CCO (stereo not drawn)	20	-14%	-7%	6%	1%	15%	-25%
O=C(NCCN1C(=O)S/C(=C\c2ccccc2)C1=O)C1CCN(S(=O)(=O)c2cccs2)CC1	5	-5%	3%	0%	1%	-17%	-9%
Cc1ccc2[nH]c(=O)c(CN(CC3CCCO3)S(=O)(=O)c3c(C)ccc4nsnc34)cc2c1 (stereo not drawn)	-4	u	-10%	-4%	-1%	-19%	-7%
COC(=O)c1ccc(CN2CCCCC2)cc1	-32	-4%	5%	6%	-4%	2%	-8%
COC[C@H]1CCCN1c1ccc2c(c1)O[C@@H](COCc1ccccc1)CN([C@H](C)c1ccccc1)S2(=O)=O	0	x	-14%	9%	x	x	x
COc1ccc(NC(=O)c2cc(-c3cccc(OC)c3)on2)cc1	40	1%	27%	1%	-2%[11.5 µM]	-20%	-45%
COc1cc(C2CC(=O)c3cnc(N4CCN(Cc5ccccc5)CC4)nc3C2)cc(OC)c1OC (stereo not drawn)	38	-4%	1%	1%	-2%	u	3%
CC(=O)c1ccc(OCC(O)COc2ccc(C(C)=O)cc2)cc1	-31	-6%	-2%	0%	-5%	u	-19%
COc1ccc(NC(C)=O)cc1CP(=O)(c1ccccc1)c1ccccc1	-34	-5%	-1%	-5%	5%	8%	13%
CCOC(=O)N1CCC(NC(=O)C2=CCN(S(=O)(=O)c3ccccc3)CC2)CC1	-21	-9%	15%	-3%	-8%	-7%	39%
CCCc1c(C)nc2c(Br)cccc2c1Cl	u	u	10%	-3%	-5%	7%	-12%

Entries listed so far that contain a thiophene ring, fused or not (2):
SMILES	HCMV antiviral	AmpC detergent	AMA1-RON2 inh	Tb PYK inh	LmPK inh	HCV inhibitor	AmpC no deterg
COc1cccc(N(C(=O)CCl)C(C(=O)NCCc2ccccc2)c2cccs2)c1 (stereo not drawn)	-100*	-10%	4%	5%	-1%	0.71µM*	-17%
O=C(NCCN1C(=O)S/C(=C\c2ccccc2)C1=O)C1CCN(S(=O)(=O)c2cccs2)CC1	5	-5%	3%	0%	1%	-17%	-9%

Carrying on.
SMILES	HCMV antiviral	AmpC detergent	AMA1-RON2 inh	Tb PYK inh	LmPK inh	HCV inhibitor	AmpC no deterg
COc1ccc(-c2cn3c(C)c(C(=O)Nc4ccncc4)sc3n2)cc1	-36	-4%	4%	-21%	1%	4.5µM*	163%[activator]
Cc1ccc(NC(=O)NCC2CCN(Cc3cccc(Cl)c3)CC2)c(Cl)c1	-66*	-5%	-10%	-8%	-2%	13µM*	-19%
CC(CCc1ccccc1)NC(=O)C(C)OC(=O)c1ccco1 (stereo not drawn)	-24	-1%	15%	2%	x	-16%	-3%
COc1ccc(C=C2C=C(C(C)(C)C)C(=O)C(C(C)(C)C)=C2)cc1OC	-99*	-12%	-21%	4%	1%	u	65%[activator]
CN(CC(=O)NNC(=O)CNC(=O)c1cccs1)S(=O)(=O)c1ccc(Cl)cc1	-8	u	69%[activator]	4%	x	9%	-4%
O=C(CCC(=O)OCC(=O)c1ccc([N+](=O)[O-])cc1)NC1CCCCC1	-38	-4%	0%	-5%	3%	4%	-29%
Cc1cccc(-n2cc(C(=O)O)c(=O)cc2C)c1	-27	8%	-15%	-6%	1%	22%	-6%
Cn1c(CCC(=O)OCC(=O)NCC(F)(F)F)nc(=O)c2ccccc21	-8	u	9%	-3%	2%	21%	-9%
CC(NS(=O)(=O)c1ccc(OCC(=O)NCc2ccccn2)cc1)c1ccccc1 (stereo not drawn)	11	u	0%	2%	-1%	14%	4%
Cc1ccc(-c2nnc(C)c(N3CC(C)OC(C)C3)n2)cc1 (stereo not drawn)	2	-4%	1%	0%	2%	4%	-12%
CS(=O)CC(O)(c1ccc(F)cc1)C1CC1 (stereo not drawn)	-18	x	7%	2%	x	x	x
COc1cccc(NC(=O)Nc2ccc(C(C)(C)C)cc2)c1	-24	-6%	4%	1%	-1%	u	-56%
N#C/C(=C/c1ccc(F)cc1)c1nc(CCN2C(=O)c3ccccc3C2=O)cs1	-12	-1%	2%	-7%	5%	-13%	-26%
CN(C)c1ccc(C(C(=O)NC2CCCC2)N(Cc2cccnc2)C(=O)c2snc(C(N)=O)c2N)cc1 (stereo not drawn)	-14	3%	-10%	-6%	4%	-23%	35%
O=C(NC1CCCC1)C1CC(=O)N(c2ccc(F)c(Cl)c2)C1 (stereo not drawn)	0	-1%	2%	-1%	9%	-1%	-7%
CCC(C)n1c(SCC(=O)Nc2cc(C)on2)nc2ccccc2c1=O (stereo not drawn)	-6	-1%	-3%	-7%	2%	u	-15%
CC(Oc1ccccc1)C(=O)N=C1SC2CS(=O)(=O)CC2N1Cc1ccccc1 (stereo not drawn)	-6	1%	12%	7%	3%	u	10%
COc1ccc(-c2nc3c(C)cc(Br)cn3c2Cc2ccccc2)cc1OC	33	x	-24%	-5%	x	x	x
O=C(NCC1COCCO1)c1ccc2nc(Cc3cccc(Cl)c3)oc2c1 (stereo not drawn)	93	3%	19%	-2%	-11%	6%	117%[activator]
COc1ccccc1/C=C/C(=O)OCC(=O)Nc1ccc2c(c1)OCCO2	-1	0%	-9%	-3%	x	-2%	-26%
COc1cccc(-c2ccc(NC(=O)C3CCCN(Cc4cnc(N(C)C)s4)C3)cc2)c1 (stereo not drawn)	-37	u	-16%	-1%	-9%	u	211%[activator]
COC(=O)c1sccc1S(=O)(=O)Nc1ccc(N2CCCCC2)cc1	-18	3%	14µM*	-2%	1%	-24%	-11%
COc1ccc(-n2ncc(C(C)NS(=O)(=O)c3ccc(C)s3)c2C)cc1 (stereo not drawn)	-21	-1%	-8%	4%	0%	0%	-5%
Clc1ccc(-c2csc(N3CCN(c4ccccc4)CC3)n2)cc1	19	-4%	-4%	-1%	-1%	8%	x
CC1CC(C)(C)NC(=S)N1CCCC(=O)Nc1ccc(Cl)cc1 (stereo not drawn)	-13	-3%	-2%	-6%	-1%	10%	-9%

Given with values under each structure: part of the list above.
Order of results – HCMV antiviral	AmpC detergent	AMA1-RON2 inh	Tb PYK inh	LmPK inh	HCV inhibitor	AmpC no deterg
> COc1ccc(-n2ncc(C(C)NS(=O)(=O)c3ccc(C)s3)c2C)cc1 (stereo not drawn)
→ -21	-1%	-8%	4%	0%	0%	-5%
> Clc1ccc(-c2csc(N3CCN(c4ccccc4)CC3)n2)cc1
→ 19	-4%	-4%	-1%	-1%	8%	x
> CC1CC(C)(C)NC(=S)N1CCCC(=O)Nc1ccc(Cl)cc1 (stereo not drawn)
→ -13	-3%	-2%	-6%	-1%	10%	-9%

(continued)
SMILES	HCMV antiviral	AmpC detergent	AMA1-RON2 inh	Tb PYK inh	LmPK inh	HCV inhibitor	AmpC no deterg
COCCNC(=S)NNC(=O)c1cc(-c2cccnc2)nc2ccccc12	-1	1%	42%[activator]	-6%	1%	-9%	-24%
COc1cccc(CN2CCNC(=O)C2CC(=O)NCc2cc(C(C)C)no2)c1 (stereo not drawn)	-36	2%	8%	5%	4%	5%	26%
Cc1cc(-n2nc(C)cc2C)n2nc(C)c(-c3ccccc3)c2n1	14	-2%	-8%	-2%	1%	u	0%
COc1ccccc1CCC(=O)NNC(=O)Cn1nc(C)cc1C	-6	x	152%[activator]	1%	x	x	x
Cc1ccccc1C(=O)Nc1ccc(C(=O)OCc2cc(=O)n3nc(C(C)C)sc3n2)cc1	-15	-15%	x	-6%	x	x	x
CCOC(=O)C1CCN(C(=S)Nc2cc(OC)c(OC)cc2C(=O)OC)CC1	12	-3%	-9%	8%	0%	u	20%
COc1ccc(NC(=O)C(c2cc3c(cc2[N+](=O)[O-])OCO3)N(C)Cc2ccccc2)cc1 (stereo not drawn)	-9	-12%	-9%	7%	2%	-15%	-21%
CSc1ccc(/C=C/c2ccc3cccc(O)c3n2)cc1	-66*	6%	46%[activator]	-15%	u	u	-50%
O=C(OCC(=O)N(Cc1ccccc1)Cc1ccccc1)c1ccccc1O	2	-2%	12%	-1%	x	u	-27%
CN(c1ccccc1)S(=O)(=O)c1nnc(NC(=O)c2ccco2)s1	1&3	0%&19%	-3%	2%&-15%	-24%	19%	-19%
Cc1cccc(C)c1-n1nnnc1C1(C)CCC(=O)N1CCc1ccc(O)cc1 (stereo not drawn)	-21	x	5%	-3%	x	x	x
COc1ccc(OCCC(=O)NC2=NCCS2)cc1	10	1%	1%	-10%	1%	4%	1%
Nc1n[nH]c2c1C1(CCCC1)Cc1ccccc1-2	-8	-15%	-10%	-8%	5%	5%	-15%
